Integrin act MD = qHTS for Activators of Integrin-Mediated Alleviation for Muscular Dystrophy | alpha7betagal myoblasts, beta-gal FDG fluorescence, 48 h | Potency, µM (top dose mostly 38.3 µM), inactives show at the highest dose activation, usual class: activators | 350,000 tested, 0.064% active | AID 624291, 2012;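 note: potency is the fitted concentration of half-maximal effect; 100% = response of the positive control SU9516; nearly all actives have a fitted effect of over 60% in size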
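Alpha7betagal+/- myoblasts (passage 13) were plated 16-24 hr, then exposed to compounds (1:260 dilution of DMSO stock) for 48 hours at 37C. After MPER lysis, β-galactosidase reporter activity was read as FDG fluorescence (ex 480/em 540) after 30 minutes.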
PKM2 act = qHTS Assay for Activators of Human Muscle isoform 2 Pyruvate Kinase; Pyruvate kinase PKM (Homo sapiens), P14618; purified PKM2, Kinase-Glo ATP luminescence, activation; response scale: 0% is enzyme alone, no compound; Potency, µM (top dose mostly 57.5 µM), inactives show at the highest dose activation, most hits filed as activators; 260,000 tested, 0.34% active; AID 1631, 2009; note: potency is the fitted concentration of half-maximal effect; % is set by controls: 0 for no effect and ±100 for the full control effect; nearly all actives have a fitted effect of over 55% in size
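Purified hPK-M2 (>95%) run at intermediate activity with 0.1 mM ADP and 0.5 mM PEP in 50 mM imidazole pH 7.2, KCl, MgCl2; 1 h room temperature. ATP formed read by Kinase-Glo luminescence; normalized to uninhibited and no-enzyme controls.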
Menin-MLL TR inh = qHTS Assay for Inhibitors Targeting the Menin-MLL Interaction in MLL Related Leukemias: Competition With Texas Red Labeled MLL-derived Mutant Peptide; O00255; Menin + Texas Red MLL mutant peptide, fluorescence polarization; Potency, µM (titrated, usually from 61.6 µM), inactives show at the highest dose FP activity change, negative = inhibition, most hits filed as inhibitors; 270,000 tested, 0.23% active; AID 1768, 2009; active = well fitted inhibition curve with a large enough effect in the polarisation, with a control signal flat, not every such curve was filed as active; inconclusive = small, poorly fitted or top-dose-only effect, or effect the other way, or a change in a side signal; inactive = no such curve, though single readings can be large or run the other way; the % refers to the polarisation; note: potency is the fitted concentration of half-maximal effect; % of control where 0% means no effect; many of its hits are not listed in these tables
S-ASM inh = Inhibitors of Secretory Acid Sphingomyelinase (S-ASM): qHTS. AID 504937, 2011. Potency, µM (doses to about 57.5 µM), inactives show top-dose activity change, negative = inhibition, usual class: inhibitors. 340,000 tested, 0.006% active. placental ASM, HMU-PC fluorogenic substrate, 60 min. Sphingomyelin phosphodiesterase (Homo sapiens), P17405; note: potency is the fitted concentration of half-maximal effect
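qHTS format. ASM enzyme prepared from human placenta hydrolyses the fluorogenic substrate HMU-PC0 (9 uM final) over 60 min at 37 °C after a 10 min compound preincubation.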
Giardia killer = Small Molecules that selectively kill Giardia lamblia: qHTS | Giardia lamblia trophozoite viability | activity change, % at 7.66 µM, hits read low | 340,000 tested, 0.15% active; in the data active = activity change below about -80%; inconclusive = between about -30% and that limit;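 note: parasites exposed to compound for two days anaerobically before the ATP read; % is set by controls: 0 for no effect and ±100 for the full control effect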
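Anaerobic 48 hrs incubation at 37 deg C of 100 trophozoites/well with test compounds; ATPLite 1-Step luminescence, 15-30 min RT, reports cellular ATP as viability.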
Tb PFK inh = qHTS Assay to Find Inhibitors of T. brucei phosphofructokinase; AID 485367, 2010; 330,000 tested, 0.17% active; T. brucei PFK, ADP-Glo luminescence; Potency, µM (titrated, usually from 57.5 µM), for inactives: at the top dose activity, negative = inhibition, usual class: inhibitors;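 note: potency is the fitted concentration of half-maximal effect; 0% = uninhibited 1x PFK enzyme wells and -100% = no-enzyme wells; nearly all actives have a fitted effect of over 60% in size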
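PFK 1.25 nM, F6P 0.5 mM, ATP 0.1 mM, 0.1 M TEA pH 8.0, 5 mM MgCl2, 0.01% Tween20, 0.1% BSA; 45 min RT. ADP-Glo readout. qHTS titration up to 57 uM; curves fitted, compounds curve-classed.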
B2AR arrestin = qHTS assay of beta-arrestin-biased ligands of beta2-adrenergic receptor. Beta-2 adrenergic receptor (Homo sapiens), P07550. beta-arrestin recruitment to beta2AR, cell-based reporter. Potency, µM (series often up to 46.1 µM), for the others: at the highest dose activation, hits mostly activators. 330,000 tested, 0.02% active;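 note: potency is the fitted concentration of half-maximal effect; 0% = DMSO controls and full agonism = EC100 isoproterenol or metaproterenol; nearly all actives have a fitted effect of over 65% in size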
Coupling enz = qHTS Assay for Inhibitors of Fructose-1,6-bisphosphate Aldolase from Giardia Lamblia: Coupling assay counterscreen; coupling enzyme system counterscreen, AmpLite Red fluorescence; activity change, negative = inhibition, % at 58.2 µM, hits read low; 290,000 tested, 0.67% active; AID 2472, 2010; in the data active = activity change below about -30%; note: % is set by controls: 0 for no effect and ±100 for the full control effect
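Fluorescence at 525 nm excitation and 598 nm emission measured inhibition of the coupled detection system without aldolase. Compounds (at 57.5 uM final) were preincubated 10 min at room temperature with coupling enzyme reagent before a 20 min substrate/AmpLite Red step.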
TSG101-PTAP inh = qHTS Assay for Iinhibitors of HIV-1 Budding by Blocking the Interaction of PTAP/TSG101 | Tumor susceptibility gene 101 protein (Homo sapiens), Q99816 | Fluorescence polarization, FITC-PTAP peptide / Tsg101 binding | Potency, µM (titrated, usually from 115 µM), without a hit: at the highest dose activity change, negative = inhibition, actives largely listed as inhibitors | 340,000 tested, under 10 active | AID 493005, 2010; active = well fitted inhibition curve with a large enough effect in the main read-out, with a control signal flat, not every such curve was filed as active; inconclusive = small, poorly fitted or top-dose-only effect, or effect the other way, or a change in a side signal; inactive = no such curve, though single readings can be large or run the other way; note: potency is the fitted concentration of half-maximal effect; % of control where 0% means no effect
Target sequence (Q99816 whole entry, looked up): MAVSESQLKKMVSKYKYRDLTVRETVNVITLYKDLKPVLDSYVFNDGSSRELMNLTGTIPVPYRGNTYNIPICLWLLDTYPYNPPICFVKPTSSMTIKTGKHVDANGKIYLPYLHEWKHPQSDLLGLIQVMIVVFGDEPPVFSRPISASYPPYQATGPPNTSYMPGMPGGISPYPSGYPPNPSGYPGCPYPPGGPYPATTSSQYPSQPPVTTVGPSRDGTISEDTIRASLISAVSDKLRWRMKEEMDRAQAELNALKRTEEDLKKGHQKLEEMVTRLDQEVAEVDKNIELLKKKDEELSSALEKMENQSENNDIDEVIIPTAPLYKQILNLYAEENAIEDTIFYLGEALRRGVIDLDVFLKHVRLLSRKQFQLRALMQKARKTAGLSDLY
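Fluorescence anisotropy tracks displacement of a FITC-tagged PTAP peptide (50 nM) from the Tsg101 binding domain (10 uM), following a 20 min room-temperature incubation at pH 7.5.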
GALK inhibitor = qHTS Assay for Inhibitors of Human Galactokinase (GALK); P51570; Potency, µM (highest dose often 57.5 µM), without a hit: top-dose activity change, negative = inhibition, usual class: inhibitors; 270,000 tested, 0.007% active; Purified GALK, Kinase-Glo residual ATP luminescence; note: potency is the fitted concentration of half-maximal effect; % is set by controls: 0 for no effect and ±100 for the full control effect
Target sequence (P51570 whole entry, looked up): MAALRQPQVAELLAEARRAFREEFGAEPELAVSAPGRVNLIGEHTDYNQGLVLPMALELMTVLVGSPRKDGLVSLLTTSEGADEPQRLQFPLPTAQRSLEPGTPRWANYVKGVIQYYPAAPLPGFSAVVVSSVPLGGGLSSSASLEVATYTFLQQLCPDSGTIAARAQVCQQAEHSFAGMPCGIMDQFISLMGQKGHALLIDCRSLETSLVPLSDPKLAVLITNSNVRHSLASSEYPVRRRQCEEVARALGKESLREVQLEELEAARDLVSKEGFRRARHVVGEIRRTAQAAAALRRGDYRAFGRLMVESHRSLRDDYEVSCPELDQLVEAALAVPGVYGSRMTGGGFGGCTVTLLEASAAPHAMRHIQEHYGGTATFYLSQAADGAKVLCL
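Compounds were pin-transferred into ATP buffer (35 uM final), then GALK plus galactose (5 nM, 100 uM final) was added. After 1 h at room temperature, Kinase-Glo Plus was added and luminescence read after 10 min.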
BCR signal inh = qHTS Assay to Find Inhibitors of Chronic Active B-Cell Receptor Signaling; ABC-DLBCL IkBa-CBG/CBR reporter, luminescence ratio, 4 h; 340,000 tested, 0.05% active; AID 493014, 2011; Potency, µM (highest dose often 46.1 µM), inactives show at the top dose ratio change, negative = lower green/red ratio, hits mostly inhibitors; active = well fitted inhibition curve with a large enough effect in the signal ratio, with a control signal flat, not every such curve was filed as active; inconclusive = small, poorly fitted or top-dose-only effect, or effect the other way, or a change in a side signal; the % refers to the signal ratio;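 note: potency is the fitted concentration of half-maximal effect; plate controls were basal doxycycline-induced cells for no effect and cells given 10 µM MG132 for full effect; MG132 reads +100%, hits lower the ratio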
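Cell line TMD8 (human ABC DLBCL), stably expressing tet-inducible CBG68-IkBa fusion and CBR; IMDM/0.5% FBS; cpd up to 46 uM; dox induction, 4 h, 37C/5% CO2; dual luminescence; green/red ratio; MG132 control.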
Numbers without * were called inactive; ? = inconclusive; nt = not tested or not shown; [ ] = another dose, or the depositor's remark. Unless noted, calls come from the whole dose curve; as a rule, active = well fitted curve in the direction sought with a large enough effect; inconclusive = small, poorly fitted or top-dose-only effect, or another doubt; inactive = no such curve, though single readings can be large; an effect the other way counts as inactive or inconclusive.

SMILES	Integrin act MD	PKM2 act	Menin-MLL TR inh	S-ASM inh	Giardia killer	Tb PFK inh	B2AR arrestin	Coupling enz	TSG101-PTAP inh	GALK inhibitor	BCR signal inh
COc1ccc(C2SCC(C(=O)NCc3ccc(F)cc3)N2C(C)=O)cc1 (stereo unspecified)	-18%	-9%	21%	4%	-27	0%	0.4%	0	0%	3%	12%
CCOC(=O)c1ccc(NC(=O)c2nc[nH]c2C(=O)NCc2ccccc2)cc1	-3%	-1%	nt	1%	-16	-2%	-0.7%	1	-2%	-1%	-4%
O=C(Nc1nc(-c2ccco2)cs1)c1ccccc1	23%	?	?	-6%	-21	-5%	0.4%	1	2%	1%	?
CC(=O)Nc1ccccc1OCC(=O)c1cc(C)n(Cc2cccs2)c1C	-44%[inhibitor]	-3%	-4%	0%	-11	0%	4.5%	7	-6%	-1%	?
Clc1ccc(-n2nnnc2-c2cnc3ccc(Cl)cc3c2-c2ccccc2)cc1	-13%	-8%	nt	-14%	-14	0%	0.5%	-5	-1%	-2%	-1%
Cc1ccc(-n2c(-c3cccs3)nc3nc4ccccc4nc32)cc1	nt	2%	-6%	nt	nt	-1%	-0.1%	1	nt	1%	-13%
CC1=C(C(=O)OCC2CCCO2)C(c2ccccc2)C2=C(CCCC2=O)N1 (stereo unspecified)	14%	-1%	-4%	296%[activator]	-15	-2%	-0.9%	4	-1%	4%	18%
Cc1ccc(S(=O)(=O)N(CC(=O)Nc2ccccc2-c2ccccc2)c2ccc(C)cc2C)cc1	26%	-3%	-1%	2%	3	1%	-0.4%	-5	-2%	1%	17%
CC1OC2C(OC1C)N(S(C)(=O)=O)CCN2S(C)(=O)=O (stereo unspecified)	27%	-5%	-10%	4%	3	4%	0.7%	2	-1%	4%	6%
Cc1ccc(-n2nc(C)c3c2OC(N)=C(C#N)C3c2ccc(F)cc2)cc1 (stereo unspecified)	-13%	3%	-3%	-7%	-5	-5%	-0.2%	0	-4%	-2%	-5%
COC(=O)Nc1ccc(S(=O)(=O)NCCCCCC(=O)O)cc1	26%	?	-9%	3%	14	-3%	-1.0%	4	-1%	4%	4%
COc1ccc(-n2c(C)c(C)c3c(N)ncnc32)cc1	7%	1%	-3%	14%	1	5%	0.3%	0	-9%	17%	?
CCc1nnc2n1N=C(c1ccccc1)CS2	?	nt	-26%	3%	-16	0%	0.5%	-3	-1%	-2%	?
CCOC(=O)C(Cc1ccccc1)C(=O)Nc1cccc(C)c1 (stereo unspecified)	14%	-9%	-21%	5%	3	0%	0.1%	0	-4%	2%	4%
COc1ccc(C2C(C(=O)c3cccs3)=C(O)C(=O)N2c2cccc(C)n2)cc1OC (stereo unspecified)	12%	1%	nt	1%	-18	4%	0.1%	-8	-5%	-1%	?
Cc1cc(C)c(NN=c2c(=O)c3ccccc3c2=O)c(C)c1	12%	-9%	4%	2%	12	-8%	-0.8%	5	-3%	-2%	?
Cc1ccc(NC(=O)C(c2ccccc2)N2CCN(C(=O)c3ccco3)CC2)cc1 (stereo unspecified)	31%	nt	nt	1%	3	2%	0.1%	nt	-6%	nt	5%
Cc1ccc(Sc2ncccc2COC(=O)NC(C)C)cc1	8%	nt	-9%	-2%	6	-5%	0.3%	0	1%	10%	-4%
Cc1n[nH]c(C)c1C(=O)CC1(O)C(=O)N(Cc2ccccc2)c2ccc(Br)cc21 (stereo unspecified)	-30%[7.66 µM]	3%	-5%	-1%	7	0%	-0.1%	-1	-3%	-1%	-27%
NC(=O)c1oc2ccc(Cl)cc2c1N	8%	-8%	-6%	15%	-18	0%	-0.6%	0	1%	0%	7%
COc1ccccc1C(=O)N1N=C(c2ccc(NS(C)(=O)=O)cc2)CC1c1cccs1 (stereo unspecified)	24%	nt	11%	-4%	-4	1%	0.5%	-1	-7%	-2%	-12%
CCOC(=O)c1sc(NC(=O)CN2C(=O)NC3(CCC(C)CC3)C2=O)c(C(=O)OCC)c1C (stereo unspecified)	2%	nt	nt	0%	-11	7%	0.1%	nt	-4%	nt	-3%
O=S1(=O)CCOC[C@H](CC2CCCCC2)N1Cc1cccc(Cl)c1	-1%	1%	26%	-10%	0	1%	-0.9%	-1	-10%	nt	?
Cc1ccc(S(=O)(=O)CCC(=O)OCC(=O)N2CCN(S(=O)(=O)c3ccc(Cl)cc3)CC2)cc1	-1%	8%	nt	-2%	-20	-5%	-0.2%	nt	0%	-4%	1%
N=c1n(CCN2CCCCC2)c2ccccc2n1CC(O)c1ccc(Cl)c(Cl)c1 (stereo unspecified)	-58%[inhibitor]	-2%	?	4%	10	-1%	-0.2%	0	-4%	-1%	?
CC(C)(C)C(=O)Nc1ccc(Oc2ccc3c(c2)C(=O)N(c2ccc(O)cc2)C3=O)cc1	23%[7.66 µM]	?	2%	-3%	10	2%	-0.2%	1	-2%	0%	5%
CC1CCC(NC(=O)C2c3ccccc3C(=O)N2CCCN2CCOCC2)CC1 (stereo unspecified)	6%	-1%	6%	4%	-1	-2%	-0.6%	1	-5%	-1%	4%
O=C(CN1C(=O)C2CC=CCC2C1=O)Nc1ccc(-c2nnc3n2CCCCC3)cc1 (stereo unspecified)	10%	-3%	1%	-1%	0	-13%	-0.6%	2	-5%	3%	4%
CCOCC(=O)Nc1cc(Cl)ccc1C	5%	0%	2%	-1%	12	-4%	0.4%	5	-3%	2%	?
COC(=O)C12CCC(C)(c3nc4ccccc4nc31)C2(C)C (stereo unspecified)	12%	3%	-19%	5%	-13	-2%	-0.1%	-1	0%	-1%	3%
O=C(COc1ccccc1)Nc1ccc(S(=O)(=O)N2CCCC2)cc1	0%	-5%	7%[11.7 µM]	0%	-22	-18%	0.2%	1	-2%	4%	5%
CCCc1nc2oc3c(NCC4CCCO4)ncnc3c2c2c1COC(C)(C)C2 (stereo unspecified)	-13%[7.66 µM]	5%	-16%	-1%	-8	-6%	-0.2%	0	-10%	4%	?
CC1(C)CC(=O)C2=C(C1)Oc1ncn(CCCn3ccnc3)c(=N)c1C2c1ccccc1 (stereo unspecified)	-18%	1%	-11%	4%	-1	-3%	-0.4%	-2	-12%	-4%	0%
Cc1nn(-c2ccccc2)c2c1C(c1cccnc1)N1C=C(S(=O)(=O)N3CCCCC3)C=CC1=N2 (stereo unspecified)	-1%	1%	0%	-9%	-16	2%	0.4%	-4	-1%	2%	3%
COCCCn1c(C)cc(C(=O)COC(=O)CCc2nc3ccccc3c(=O)[nH]2)c1C	8%	-6%	nt	-4%	4	-22%	0.4%	-3	-4%	3%	10%
O=C(c1ccco1)N1CCN(S(=O)(=O)c2ccc(Cl)s2)CC1	9%	7%	-10%	2%	-11	5%	-0.3%	1	-10%	-1%	-7%
O=C(/C=C/c1cn(CC(O)CN2CCOCC2)c2ccccc12)c1cccs1 (stereo unspecified)	nt	12%	nt	nt	nt	2%	-0.1%	-10	nt	-2%	?
O=C(CSc1ncccn1)NCc1ccccc1	-15%	-1%	14%	1%	4	0%	0.0%	4	0%	0%	15%
COc1cc(C(=O)Nc2cc(C)ccn2)cc(OC)c1OC	15%	13%	-7%	3%	-1	3%	-0.3%	2	-5%	2%	8%
COc1ccc(/C=C2/SC(=O)N(CC(=O)NCCC(C)C)C2=O)cc1OC	1%	3%	12%	13%	-28	-1%	0.3%	1	-1%	-2%	-10%
COc1ccccc1-c1cn[nH]c1-c1ccc(O)cc1O	23%	nt	2%	-1%	0	2%	0.0%	-4	0%	-1%	-9%
CCOCCn1ccc2c(OCC(=O)Nc3ccccc3OC)cccc2c1=O	1%	nt	nt	-6%	3	11%	0.0%	nt	-3%	nt	?
CCn1c(C)c2c([n+]1CC)CC(C)(C)CC2=O	30%	-7%	-3%	7%	-3	0%	0.1%	-1	-6%	3%	?

These rows are one share of the data; rates above refer to the full screens.
